HTT cytoprotect: cytoprotection in Huntington HTT-Q103 PC12 cell model; PC12 HTT-Q103 induced, cytoprotection, ATP luminescence, 40 h; Potency, µM (doses to about 56.4 µM), inactives show cytoprotection (ATP increase), actives largely listed as activators; 230,000 tested, 0.14% active;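 also: % of control where 0% means no effect; nearly all actives have a fitted effect of over 45% in size; toxic huntingtin expression switched on by the ecdysone agonist tebufenozide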
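Compounds added alongside 100 nM tebufenozide, which induces toxic Q103 huntingtin exon 1-GFP in stable PC12 cells; surviving cells quantified by luminescent ATP measurement. Medium: phenol red-free DMEM, 5% equine and 5% calf serum.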
Tau FP inhib: inhibitors of human tau fibril formation | Potency, µM (highest dose often 57.7 µM), inactives show top-dose activity, negative = inhibition, most hits filed as inhibitors | K18 P301L tau heparin fibrillization, Alexa594 FP, 6 h | P10636 | 280,000 tested, 0.39% active; also: % is scaled to controls: 0 for no effect and ±100 for the full control effect; nearly all actives have a fitted effect of over 55% in size
Target sequence (P10636 561-689 P618L limits assumed): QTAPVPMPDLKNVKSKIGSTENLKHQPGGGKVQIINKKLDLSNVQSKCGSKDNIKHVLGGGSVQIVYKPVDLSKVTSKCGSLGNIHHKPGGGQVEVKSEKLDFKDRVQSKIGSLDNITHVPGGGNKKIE
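Heparin (20 uM) drove fibril formation of recombinant tau K18 P301L, 15 uM unlabeled with 0.24 uM Alexa 594 label, for 6 hr at 37 C in 100 mM sodium acetate pH 7. Fluorescence polarization (555/632 nm) read 1 hr after 30 uM ThT.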
aGal spleen mod: inhibitors or activators of human alpha-galactosidase in spleen homogenate; Potency, µM (series often up to 80 µM), for the others: at the highest dose activity change, negative = inhibition, hits mostly inhibitors; 240,000 tested, 0.008% active; human spleen homogenate, 4MU-alpha-Gal fluorescence, 40 min; AID 2107;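 also: 0% = enzyme with vehicle and -100% = no enzyme basal signal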
Target sequence (P06280 32-429 limits assumed): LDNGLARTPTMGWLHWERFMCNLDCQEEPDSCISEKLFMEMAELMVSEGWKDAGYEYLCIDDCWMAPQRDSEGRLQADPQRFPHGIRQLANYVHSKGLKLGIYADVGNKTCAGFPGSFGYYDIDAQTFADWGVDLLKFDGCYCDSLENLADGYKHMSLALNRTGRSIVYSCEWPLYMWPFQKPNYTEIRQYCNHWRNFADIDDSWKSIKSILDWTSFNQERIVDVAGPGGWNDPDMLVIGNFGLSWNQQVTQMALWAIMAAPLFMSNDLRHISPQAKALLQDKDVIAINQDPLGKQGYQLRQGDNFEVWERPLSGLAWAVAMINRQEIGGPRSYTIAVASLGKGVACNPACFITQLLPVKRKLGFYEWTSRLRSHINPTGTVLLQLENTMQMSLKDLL
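qHTS titration in buffer at pH 5.0. Alpha-galactosidase activity in spleen homogenate was measured via 4-methylumbelliferone release from 1 mM fluorogenic substrate after 40 min at 37C and a pH 10 stop. AC50 came from Hill fits of control-normalized data.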
Tau ThT inhib: blocks human tau fibril formation measured by thioflavin T. 270,000 tested, 2.1% active. P10636. recombinant tau K18 P301L, heparin-induced fibrillization, ThT fluorescence. Potency, µM (highest dose often 57.4 µM), without a hit: top-dose activity, negative = inhibition, usual class: inhibitors; also: % is scaled to controls: 0 for no effect and ±100 for the full control effect; nearly all actives have a fitted effect of over 55% in size
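Using a mix of unlabeled (15 uM) and Alexa 594-labeled (0.24 uM) tau K18 P301L, heparin-triggered fibrillization over 6 hr at 37 C was scored by ThT fluorescence.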
GAA glycogen: GAA glycogen-cleavage inhibition or activation; recombinant GAA, glycogen substrate, Amplex Red glucose oxidase fluorescence; Potency, µM (series often up to 76.4 µM), for the others: at the top dose activity change, negative = inhibition, actives largely listed as inhibitors; 300,000 tested, 0.38% active; AID 2100;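 also: 0% = full enzyme reaction and -100% = no-enzyme basal signal; the screen sought inhibitors and activators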
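Recombinant human alpha-glucosidase (4 nM final) hydrolysed bovine liver glycogen (30 ug) for 40 min at 37 C in pH 5.0 citrate/phosphate with 0.01% Tween-20. Released glucose detected by glucose oxidase/Amplex Red, Ex 573/Em 610 nm. Compounds up to 77 uM; AC50 from Hill fits.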
GAA inhib: blocks human lysosomal alpha-glucosidase; Potency, µM (titrated, usually from 76.9 µM), for inactives: at the highest dose activity change, negative = inhibition, actives largely listed as inhibitors; purified human GAA, 4-MU-alpha-glucoside fluorescence; P10253; 200,000 tested, 0.005% active;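 also: plate controls were uninhibited enzyme wells for no effect and no-enzyme background for full effect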
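AC50 values come from Hill fits of compound titrations (up to 77 uM) against 4 nM human enzyme. Substrate 4-methylumbelliferyl-alpha-D-pyranoside at 400 uM, pH 5.0 citrate buffer, 20 min room temperature; fluorescence Ex 365/Em 440 after alkaline stop.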
aGlu spleen mod: lysosomal alpha-glucosidase (human) modulation; P10253; human spleen homogenate, 4-MU-alpha-glucoside fluorescence; Potency, µM (top dose mostly 79.9 µM), for the others: at the highest dose activity change, negative = inhibition, hits mostly inhibitors; 240,000 tested, 0.006% active; AID 2112;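 also: 0% = enzyme with vehicle and -100% = no enzyme basal signal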
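AC50 values come from Hill-equation fits of concentration-response data, normalized to no-enzyme and full-activity controls. Enzyme source: 1 ug human spleen homogenate; 1 mM fluorogenic 4-MU glucoside, pH 5.0 citrate buffer, 37 C, 40 min.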
Tau fluor cs: counter-screen for tau fibril formation inhibitors; 280,000 tested, 0.93% active; Potency, µM (top dose mostly 57.7 µM), for the others: top-dose activity change, negative = decrease; tau K18 P301L Alexa594 fluorescence, heparin fibrillization; also: % is scaled to controls: 0 for no effect and ±100 for the full control effect; nearly all actives have a fitted effect of over 55% in size
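Human tau K18 P301L (15 uM unlabeled, 0.24 uM Alexa 594-labeled) in 100 mM sodium acetate pH 7 with 20 uM heparin, 6 hr at 37 C. ThT 30 uM added, 1 hr ambient; Alexa 594 FP and total fluorescence read at 555/632 nm.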
Starred values were filed as active, the others as inactive; ? = inconclusive; . = not tested or not shown; & = joins results of further samples; [ ] = remark or other dose. Calls follow the shape of the dose curve; as a rule, active = well fitted curve in the direction sought with a large enough effect; inconclusive = small, poorly fitted or top-dose-only effect, or another doubt; inactive = no such curve, though single readings can be large; an effect the other way counts as inactive or inconclusive. Potency is read from the fitted curve at half-maximal effect.

Each structure is followed by: HTT cytoprotect, Tau FP inhib, aGal spleen mod, Tau ThT inhib, GAA glycogen, GAA inhib, aGlu spleen mod, Tau fluor cs
CCSC1(SCC)N=C(N)C2(C#N)C(c3ccc(OC)c(OC)c3OC)C12C#N (configuration not stated)
 : 5%[10 µM], ?, -7%, ?, -30%, -12%, -3%, ?
CC1(C)OC2CC3C4CCC5=CC(=O)C=C[C@@]5(C)[C@]4(F)C(O)C[C@@]3(C)[C@]2(C(=O)CO)O1 (some centres not stated)
 : -55%[inhibitor], -10%, -15%, -4%, ., ., -1%, -5%
CCCCCC(=O)/C=C/C=C\CCCCCCCC(=O)O
 : -13%, 4%&4%, -3%&-2%, -3%&5%, ., ., 0%&5%, -4%&5%
COc1cccc(N/C(N)=N/c2nc(C(F)(F)F)cc(C(F)(F)F)n2)c1
 : -40%, 4%, -1%, 12%, -23%, ?, -5%, 4%
COc1ccc(NC(=O)C2CCC(CNc3c(N4CCOCC4)c(=O)c3=O)CC2)cc1Cl (configuration not stated)
 : 6%[10 µM], -10%, -1%, ., -4%, ., 6%, -15%
O=C(c1cc(-c2ccccc2O)on1)N1CCc2ccccc2C1
 : 1%, ?, 6%, 2%, -8%, ?, 8%, ?
CC(C)CN(C(=O)COC(=O)C12CC3CC(CC(O)(C3)C1)C2)C1CCS(=O)(=O)C1 (configuration not stated)
 : 3%, 2%, 3%, -5%, 8%, -4%, 5%, -3%
COC(=O)C1=C(C)NC(=O)/C1=C\c1cc(C)n(-c2ccc(F)cc2)c1C
 : -53%[inhibitor], 1%, -3%, 16µM*, ?, ?, 1%, ?
Cc1ccc(C(=O)NCc2ccc3c(c2)OCO3)cc1S(=O)(=O)N1CCOCC1
 : -4%[0.074 µM], ?, 4%, 2%, 0%, 3%, 5%, -4%
COc1ccc(Br)cc1S(=O)(=O)n1ccnc1
 : -23%, -5%, 2%, 7%, 2%, -2%, -2%, 4%
COc1cccc(-c2nnc3n(Cc4ccc(C)cc4)c(=O)c4ccccc4n23)c1O
 : ., 6%, ., -12%, 13%[76.3 µM], ., ., -7%
CC1=C(C)Cc2c(OC(=O)c3ccccc3)ccc(OC(=O)c3ccccc3)c2C1
 : 3%[10 µM], -7%, -7%, -14%, 3%, ., 9%, -19%
Nc1ccc2nc(CCc3ccccc3)[nH]c2c1
 : 11%[10 µM], 3%, 0%, ?, -10%, 8%, -7%, -1%
Cc1ccccc1OCCOc1cccc(/C=N/NC(=O)Cc2nnc(N)s2)c1
 : -14%, ?, -2%, -13%, 0%, -4%, -3%, ?
Cn1cccc1C1Nc2ccccc2NC2=C1C(=O)CC(C)(C)C2 (configuration not stated)
 : 9%, 13%, 3%, -11%, 6%, -4%, -1%, -4%
COCCCNC(=S)NC1CC2CCCC(C1)N2Cc1ccco1 (configuration not stated)
 : 3%[10 µM], 10%, 6%, -18%, 3%, 3%, -1%, -5%
CCC(C)(C)NC(=O)/C=C/c1ccccc1[N+](=O)[O-]
 : -17%, 8%, 3%, -5%, 1%, -1%, 4%, -1%
COc1ccc(OC)c(-n2c3c(cc(-c4nc(-c5ccc(Cl)cc5)cs4)c2=O)C(=O)CC(C)(C)C3)c1
 : ., 6%, ., 0%, -12%[76.3 µM], ., ., -20%
COc1cc(/C=N/NC(N)=S)ccc1OC(=O)c1ccc(C)cc1
 : ?, -10%, -1%, -8%, -12%, -13%, -4%, -29%
O=C(NC1CCCCCC1)C1CCN(S(=O)(=O)N2CCC3(CC2)OCCO3)CC1
 : -17%, 4%, 4%, -8%, 3%, ?, 1%, 0%

Sorted by molecular weight (descending): some entries from above.
Each structure is followed by: HTT cytoprotect, Tau FP inhib, aGal spleen mod, Tau ThT inhib, GAA glycogen, GAA inhib, aGlu spleen mod, Tau fluor cs
O=C(NC1CCCCCC1)C1CCN(S(=O)(=O)N2CCC3(CC2)OCCO3)CC1
 : -17%, 4%, 4%, -8%, 3%, ?, 1%, 0%
Cc1ccccc1OCCOc1cccc(/C=N/NC(=O)Cc2nnc(N)s2)c1
 : -14%, ?, -2%, -13%, 0%, -4%, -3%, ?
COC(=O)C1=C(C)NC(=O)/C1=C\c1cc(C)n(-c2ccc(F)cc2)c1C
 : -53%[inhibitor], 1%, -3%, 16µM*, ?, ?, 1%, ?

(further entries)
Each structure is followed by: HTT cytoprotect, Tau FP inhib, aGal spleen mod, Tau ThT inhib, GAA glycogen, GAA inhib, aGlu spleen mod, Tau fluor cs
CCN(CC)S(=O)(=O)c1ccc(OC)nc1
 : 1%, -8%, 2%, -6%, -12%, -2%, 2%, -5%
CSc1ncnc2c1ncn2C1OC(CO)C(O)C1O (configuration not stated)
 : ., 1%, -1%, 0%, ., ., -7%, 0%
Oc1ccc(Br)cc1CNc1ccccn1
 : -4%[10 µM], -11%, 2%, -7%, -2%, ., 3%, -18%
CCOC(=O)C1CCN(C(=O)c2ccc(OC)cc2OC)CC1
 : -3%, 0%, 7%, -3%, 8%, -8%, 4%, 3%
COc1ccc(Cl)cc1C(=O)CSc1nnnn1C
 : -1%[10 µM], -6%, 3%, ?, 10%, 13%, -9%, -14%
CC(=O)Nc1ccc(CN2CCc3c([nH]c4ccccc34)C2c2ccccn2)cc1 (configuration not stated)
 : -8%[10 µM], -4%, -1%, ?, 8%, 5%, -3%, -29%
c1ccc(CSc2nnc(NC3=NCCCCC3)s2)cc1
 : -13%, 0%, 14%, -10%, 0%, 0%, 4%, -9%
O=C(CO/N=C/c1c(Cl)cccc1Cl)NNC(=O)c1ccc(Cl)cc1
 : 12%[10 µM], -2%, 1%, ., 4%, ., -13%, -8%
Cc1onc(-c2c(Cl)cccc2Cl)c1C(N)=O
 : -13%[1.9 µM], 0%, -6%, 2%, 4%, -3%, -7%, 5%
O=c1c2c3nc4ccccc4nc3n(Cc3ccccc3)c2ncn1Cc1ccco1
 : -18%[0.074 µM], ?, -5%, ?, 6%, ?, 6%, -18%
CN1CCN(S(=O)(=O)c2ccc(NC(=O)c3csc4ccccc34)cc2)CC1
 : -43%[inhibitor], -11%, 22%, 8%, 0%, -5%, -8%, ?
CC1CCN(CCCn2c(=S)[nH]c3c(sc4ccc([N+](=O)[O-])cc43)c2=O)CC1
 : 27%[10 µM], -5%, ?, ?, -13%, -8%, 0%, -15%
COc1ccccc1N1C(C)=CC(=C(C#N)c2nc3ccccc3s2)C=C1C
 : -29%[10 µM], ?, 3%, 2%, -2%, -5%, 4%, ?
COc1ccc(C(=O)CSc2nnc(COc3ccccc3)n2Cc2ccco2)cc1
 : -21%, -7%, -29%, ?, -6%, -4%, -9%, -21%
Cc1ccc(NC(=O)OCCN2CCN(Cc3ccccc3)CCC2=O)cc1C
 : -48%[inhibitor], 2%[81.3 µM], 6%&-8%, -11%[81.4 µM], -10%, 3%[15.4 µM], 0%&-1%, -11%[81.3 µM]
Cc1[nH]c2ccccc2c1C(=O)COC(=O)c1ccc[n+]([O-])c1
 : 34%[10 µM], 13%, 0%, -13%, 10%, ., -2%, -27%
COC(=O)CSc1nnc(CNC(=O)c2ccccc2OC)n1C
 : -16%, 2%, -2%, -2%, 4%, -4%, -3%, 0%
COCCCn1c(SCC(=O)NNC(=O)c2cccc(O)c2)nnc1-c1ccncc1
 : -2%[10 µM], -2%, 2%, -5%, 9%, 1%, 4%, -9%
CCOC(=O)c1c(-c2ccc(C)cc2)csc1NC(=O)c1cc(-c2ccc(Cl)cc2)on1
 : ., 7%, ., 6%, 14%[76.3 µM], ., ., 14%
O=C(CCCCCN1C(=O)c2ccccc2C1=O)NCc1ccccn1
 : -6%, -7%, -10%, -16%, 1%, 0%, -4%, -11%
CCOC(=O)CCn1nc(C)c2c(C)n(-c3ccccc3)nc2c1=O
 : ., -1%, ., 11%, -11%[76.3 µM], ., ., -3%
COc1ccc(C(=O)NNS(=O)(=O)c2ccccc2)cc1
 : -2%[10 µM], 7%, 0%, 4%, -20%, -9%, -7%, 0%
CC(C)=CC(=O)OCC(=O)Nc1ccc(Cl)cc1
 : 3%[10 µM], -4%, 7%, 10%, -9%, 2%, -6%, 7%
CC(C)CC(=O)Nc1ccc(C(=O)Cn2nc(C(=O)O)c3ccccc3c2=O)cc1
 : 6%, 4%, -4%, -7%, -1%, -3%, 2%, -6%
CSCCCNC(=S)N(C)CC(=O)Nc1ccc(C)cc1
 : -10%[10 µM], 3%, -2%, 3%, -7%, 5%, -4%, 2%
COC(=O)c1ccc(OC)c(CSc2nnc(COc3ccccc3)o2)c1
 : -32%[10 µM], 5%, 2%, -15%, -4%, -6%, -4%, -17%
CC1CCCN(C(=O)CSc2nnc(-c3ccncc3)n2C)C1 (configuration not stated)
 : -24%, 3%, -1%, 1%, 6%, -8%, -1%, 3%
CNCc1cc(Cl)cc(OC)c1OC(C)C
 : -12%, -4%, 1%, 1%, 9%, ?, -1%, 2%
NS(=O)(=O)c1ccc(CNC(=O)/C=C/c2cccc(Cl)c2)cc1
 : 11%[10 µM], 2%, 5%, -1%, 13%, -7%, 3%, -2%
CCOC(=O)c1cccc(NC(=O)CCS(=O)(=O)c2ccc(Br)s2)c1
 : 4%, ?, 2%, 6%&12%, 12%[76.3 µM], 3%, 3%, -13%&4%
COc1ccc(OC2CCN(S(=O)(=O)c3cccc(F)c3)CC2)cc1
 : ., 6%, ., -12%, -4%, ., ., -21%
O=C(Cc1cc(=O)oc2cc(O)ccc12)NCC1CCC(C(=O)O)CC1 (configuration not stated)
 : -24%, 2%, ?, 1%, 11%, ?, ?, 9%
COc1cc(C(=O)NCCOc2cccc(C)c2)c(Br)c(OC)c1OC
 : -10%, 3%, -9%, 8%, -2%, -2%, 2%, -2%
COc1cc(CC(=O)NCc2cccs2)cc(OC)c1OC
 : 3%, 5%, -1%, -6%, -17%, -2%, 2%, -2%
CC1CCCCN1C(=S)Nc1ccc2nc3n(c(=O)c2c1)CCCCC3 (configuration not stated)
 : -11%[10 µM], -5%, 7%, -1%, 0%, 6%, -3%, -22%
c1ccc(-c2nc(-c3ccco3)n3ccccc23)cc1
 : ., -3%, 8%, -2%, ?, 5%, 3%, -8%
